Mdm2 ligase inh – inhibitors of human Mdm2 E3 ubiquitin ligase; Q00987; cell-based MDM2 ubiquitination luciferase reporter, 2 h; 0 = plate control, 100 = twice control, blank-subtracted; signal enhancement, % at 5 µM; 210,000 compounds, 0.11% hits;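 active = signal enhancement of 30% or more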;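 also: luminescence tracks abundance of the self-degrading MDM2-luciferase fusion protein; higher signal means inhibition of MDM2 E3 ligase activity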
Target sequence (Q00987 whole entry, looked up, the tested form may be a part): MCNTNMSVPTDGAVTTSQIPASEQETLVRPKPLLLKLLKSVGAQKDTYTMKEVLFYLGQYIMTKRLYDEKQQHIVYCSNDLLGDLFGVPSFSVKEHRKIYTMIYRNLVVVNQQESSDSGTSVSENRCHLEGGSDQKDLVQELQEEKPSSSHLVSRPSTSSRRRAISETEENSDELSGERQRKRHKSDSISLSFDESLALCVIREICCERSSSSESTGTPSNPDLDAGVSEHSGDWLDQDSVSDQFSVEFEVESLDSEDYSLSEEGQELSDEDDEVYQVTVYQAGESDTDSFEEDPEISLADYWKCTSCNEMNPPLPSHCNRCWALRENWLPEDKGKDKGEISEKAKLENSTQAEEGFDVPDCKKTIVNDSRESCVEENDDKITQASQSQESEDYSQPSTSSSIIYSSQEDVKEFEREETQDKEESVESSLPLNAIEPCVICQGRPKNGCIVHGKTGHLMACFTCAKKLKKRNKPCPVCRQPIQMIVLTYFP
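Test system: mammalian cells stably expressing self-ubiquitinating, self-degrading MDM2 E3–luciferase fusion; Amount: 2000 cells in each well; Medium: DMEM; Schedule: 4 h settle plus 2 h compound, 37 °C; Technique: SteadyLite luciferase luminescence after 15 min room-temperature reagent incubation; Benchmarks: plate control and blank wells.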
eIF4E-4G inh – blocks eIF4E binding to eIF4G | P63073+Q04637 | TR-FRET eIF4E-eIF4GI(517-606) binding, 2 h | inhibition, % at 21.7 µM | 220,000 compounds, 0.37% hits | AID 782;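 active = inhibition above about 30%, limit read from the data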;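 also: 0% = full FRET control wells and 100% = background wells lacking eIF4GI fragment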
* = called active by the depositor; [ ] = dose if it differs, or a comment. Some of the compounds tested (hit frequency here may not be typical).

Order of values: Mdm2 ligase inh	eIF4E-4G inh
CCOc1ccc(C2CC(c3cccc(OC)c3)Nc3ncnn32)cc1 (stereo not given)
    -7.0	-1.6
CCC1=C2CC[C@H]3C(=O)N(CC)C(=O)[C@H]3[C@H]2[C@@]2(Cc3ccccc3)C(=O)N(Cc3ccccc3)C(=O)N2C1=O
    3.4	-1.7
O=C(NCc1ccccc1C(F)(F)F)C1CC(c2ccccc2C(F)(F)F)=NO1 (stereo not given)
    7.5	-3.8
CCC1=C(OC(=O)N(CC)CC)N2C(=O)OC(=NCCOC)[C@]2(Cc2ccccc2)[C@H]2C1=CC[C@H]1C(=O)N(CC(=O)OC)C(=O)[C@H]12
    18.2	-3.4
CCc1[nH]nc2c1C(C(C)C)C(C#N)=C(N)O2 (stereo not given)
    7.0	2.5
CCN(CCNC(=O)Cn1c(=O)sc2ccccc21)c1ccccc1
    -11.4	1.1[fluorescence artefact?]
C/C=C/C=C/C(=O)[C@@H]1[C@@H]([C@]2(C)OC(=O)C(C)=C2O)[C@H]2/C(=C(O)/C=C/C=C/C)C(=O)[C@]1(C)C(=O)C2(C)O (stereo not given in full)
    -19.8	-21.3
C=CCn1c(N(C)C)nc2c1c(=O)[nH]c(=O)n2C
    -5.4	-14.8
COc1ccc(CCNC(=O)C2CC(c3cc(C(F)(F)F)cc(C(F)(F)F)c3)=NO2)cc1 (stereo not given)
    -4.3	-0.1
OCC1(O)OC[C@@H](O)[C@H]1O (stereo not given in full)
    -78.8	-7.7
O=C1c2cc(F)ccc2OC2(CCNCC2)C12CC(c1ccccc1)=NO2 (stereo not given)
    11.7	-3.1
COc1ccc(C[C@H]2CN3C(=NC[C@@H]3Cc3ccc(O)cc3)N2C[C@H](C)NC(=O)c2ccc(C)c(Br)c2)cc1
    19.8	5.7
COc1cc(OC)c2c(C)cc(=O)oc2c1C(CCN1CCOCC1)c1ccc2c(c1)OCO2 (stereo not given)
    6.1	0.1
Cc1ccccc1CNc1ccc(C(CC(N)=O)NC(=O)c2ccc(Br)cc2)cc1[N+](=O)[O-] (stereo not given)
    -6.4	-2.2
O=C(C1CCN(S(=O)(=O)c2cccc3cccnc23)CC1)N1CC=C(c2ccccc2)CC1
    -17.4	-2.5
COCCNC(=O)C1CC2Cn3c(nc4ccccc43)C2N1C (stereo not given)
    6.0	0.2
CNC(=O)c1ccsc1NC(=O)CN1C(=O)CCC1=O
    -10.2	-15.3
CC1(OC(=O)C2CCCC2)C(=O)C=C2C=C(c3ccsc3)N(C(CO)CO)C=C2C1=O (stereo not given)
    11.7	1.3
CC1Cc2nc(SCC(N)=O)n(Cc3ccccc3)c(=O)c2S1 (stereo not given)
    11.5	-20.2
COc1cc(O)c(C(CC(=O)N2CCCCC2)c2ccc(N(C)C)cc2)c(OC)c1 (stereo not given)
    16.1	1.2

The final two records of the part before come first, to join the parts.
Order of values: Mdm2 ligase inh	eIF4E-4G inh
CC1Cc2nc(SCC(N)=O)n(Cc3ccccc3)c(=O)c2S1 (stereo not given)
    11.5	-20.2
COc1cc(O)c(C(CC(=O)N2CCCCC2)c2ccc(N(C)C)cc2)c(OC)c1 (stereo not given)
    16.1	1.2
COC/C=C/C1=CC2=CC(=O)C(C)(OC(=O)c3cnc4ccccc4n3)C(=O)C2=CN1Cc1ccccc1 (stereo not given)
    -42.4	3.5
COC(=O)CCC(=O)OC1(C)C(=O)C=C2C=C(C3CC3)N(Cc3ccccc3)C=C2C1=O (stereo not given)
    2.6	-2.4
CC(C)(C)OC(=O)NCCCC[C@H](NC(=O)c1[nH]cnc1C(=O)N[C@@H](Cc1ccccc1)C(=O)OC(C)(C)C)C(=O)OC(C)(C)C
    -7.5	-1.6
Cc1cccc(NC(=O)c2nc[nH]c2C(=O)N[C@@H](C)C(=O)OCc2ccccc2)c1
    -6.3	1.2
COc1ccc(C2/C=C\CN(CC3CC3)CC(=O)N2Cc2ccc(F)cc2)cc1 (stereo not given)
    -3.7	-2.4
CCN1CCN(C(=O)Cn2c(=O)sc3ccccc32)CC1
    -3.4	1.2[fluorescence artefact?]
CC(C)NCC(O)COc1cccc2ccccc12 (stereo not given)
    7.8	-20.2
COc1cc2c(c(OC)c1OC)-c1c(cc3c(c1OC)OCO3)C1OC2[C@@H](C)[C@H]1C (stereo not given in full)
    -3.6	4.4
Cc1cc2cc(CNC(=O)c3ccc(Br)o3)ccc2n1C
    -8.9	-15.1
COC(=O)CCCC1=CC2=C(c3ccccc3)C(=O)C(C)(OC(=O)C3CCCC3)C(=O)C2=CN1CCN1CCOCC1 (stereo not given)
    14.6	-0.6
CC(=O)c1ccc(O)c(CC=C(C)C)c1
    -31.9	-25.2
O=C(NCc1ccccc1)C1=C[C@H](c2csc3ccccc23)C[C@H](OCc2ccc(CO)cc2)O1
    22.7	0.3
C[C@H](NC(=O)c1nc[nH]c1C(=O)N[C@H](C)c1ccccc1)C(=O)OCc1ccccc1
    1.1	-3.5
COc1ccc(CCNc2ccc(C(CC(N)=O)NC(=O)c3ccc(Br)cc3)cc2[N+](=O)[O-])cc1 (stereo not given)
    -3.6	1.3
COC/C=C/C1=CC2=CC(=O)C(C)(OC(=O)CCC(=O)OC)C(=O)C2=CO1 (stereo not given)
    -12.9	13.4
Cc1ccc(-n2nc(C)c3c(C)c(CCC(=O)NCc4ccco4)c(C)nc32)cc1
    -8.8	0.7
CC(C)Nc1ccc(C(CC(N)=O)NC(=O)Cc2ccc(Cl)cc2)cc1[N+](=O)[O-] (stereo not given)
    12.6	-3.9
NC(=O)[C@@H]1CC2(CC(c3cccc(NC(=O)CC(c4ccccc4)c4ccccc4)c3)=NO2)CN1C(=O)c1ccc(Cl)cc1 (stereo not given in full)
    -7.8	0.2
C[C@H]1[C@H](C)CC[C@]2(C)CC[C@]3(C)C(=CC[C@@H]4[C@@]5(C)CC[C@@H](O)[C@](C)(C(=O)O)[C@@H]5CC[C@]43C)[C@H]12
    1.8	6.0
CC1(C)C=Cc2cc3ccc(=O)oc3cc2O1
    -44.5	-14.7
COC(=O)c1[nH]c(C)c(/C(O)=C2\C(=O)C(=O)N(CCN3CCOCC3)C2c2cccs2)c1C (stereo not given)
    10.8	2.2
COc1ccc(C2CC(c3ccc(Cl)c(Cl)c3)Nc3nc(N)nn32)cc1 (stereo not given)
    -8.2	3.6
O=C1CCN(Cc2ccccc2)S(=O)(=O)c2ccccc21
    39.9*	-1.8
Cn1cc(SCC(=O)NCC2CCCO2)c2ccccc21 (stereo not given)
    2.7	4.1
CCCCCC(=O)N1CC2(CC(c3cccc(NC(=O)CC(c4ccccc4)c4ccccc4)c3)=NO2)C[C@@H]1C(N)=O (stereo not given in full)
    -13.9	0.2
COC(=O)c1ccc2c(c1)NC(=O)C1CCCN21 (stereo not given)
    7.9	1.1[fluorescence artefact?]
Cc1nc(C(=O)NCc2ccccc2)sc1C1(C)CC(c2cccc([N+](=O)[O-])c2)=NO1 (stereo not given)
    21.2	2.7
Cc1ccc(CNC(=O)C2CC(c3ccc(C(F)(F)F)cc3)=NO2)o1 (stereo not given)
    15.3	-4.8
COc1cc(O)c(C(CC(=O)N2CCCCC2)c2ccc3c(c2)OCO3)c(OC)c1 (stereo not given)
    15.9	-1.0
C=CCN1CCc2c(cc(O)c(O)c2Cl)C(c2ccccc2)C1 (stereo not given)
    -7.0	-16.9
COc1ccc(C(CCN2CCCCC2)c2c(OC)cc(OC)c3c(-c4ccccc4)cc(=O)oc23)cc1 (stereo not given)
    -1.6	0.0
CC(C)(C)OC(=O)CNC(=O)c1[nH]cnc1C(=O)Nc1ccc(CNC(=O)OC(C)(C)C)cc1
    -6.0	-0.4
CC(=O)Cc1cc(=O)c2c(C)cc(O)c(C3OC(CO)C(O)C(O)C3O)c2o1 (stereo not given)
    -23.3	-19.0
COCCN1C=C2C(=O)C(C)(OC(=O)CCC(=O)OC)C(=O)C=C2C=C1C1CC1 (stereo not given)
    8.6	-3.6
COC(=O)c1cccc(C23CC4(C2)[C@H](CN(Cc2ccc(-c5ccccc5)cc2)[C@@H]4c2ccccc2)C3c2ccc(Cl)nc2)c1 (stereo not given in full)
    12.7	-4.2
CC1(c2nnc(-c3ccc(F)cc3)o2)CC(c2ccc([N+](=O)[O-])cc2)=NO1 (stereo not given)
    -1.9	3.4
COc1ccc(/C=C/c2ccccc2)cc1[C@H]1[C@H]2C=CC[C@@H](C)[C@@H]2C(=O)N1Cc1ccccc1
    -9.2	5.1
Cc1oc2c(O)c(O)ccc2c(=O)c1-c1ccccc1
    -9.1	-20.7
Cc1nc(NC(=O)c2ccccc2)sc1C1(C)CC(c2ccccc2F)=NO1 (stereo not given)
    23.9	-1.5
CC(C)C[C@@H](CSc1ccc(Br)cc1)N1CCN(CC(C)C)CCC1=O
    19.4	-3.7

The list goes on; the last 3 above are carried over.
Order of values: Mdm2 ligase inh	eIF4E-4G inh
Cc1oc2c(O)c(O)ccc2c(=O)c1-c1ccccc1
    -9.1	-20.7
Cc1nc(NC(=O)c2ccccc2)sc1C1(C)CC(c2ccccc2F)=NO1 (stereo not given)
    23.9	-1.5
CC(C)C[C@@H](CSc1ccc(Br)cc1)N1CCN(CC(C)C)CCC1=O
    19.4	-3.7
Cc1cc(-c2cc(-c3ccc(Cl)cc3)on2)nc(NCC2CC2)n1
    -7.7	-3.8
CN1C(C(=O)NCCc2cccs2)CC2Cn3c(nc4ccccc43)C21 (stereo not given)
    11.8	-6.0
COc1cc(C(CC(=O)N2CCOCC2)c2c(OC)cc(OC)c3ccc(=O)oc23)cc(OC)c1OC (stereo not given)
    -1.6	-2.5
COc1ccc(-c2cccc(C3CC=CC4C3C(=O)N(Cc3ccccc3)C4c3cc(C)ccc3F)c2)cc1 (stereo not given)
    4.8	-3.9
COc1ccc(-c2cccc(C3CC=CC4C3C(=O)N(Cc3ccccc3)C4c3ccc(OC)c(Cl)c3)c2)cc1 (stereo not given)
    7.5	-4.2
COC(=O)c1ccc(C23CC4(C2)[C@H](CN(CC2CCCCC2)[C@@H]4c2ccccc2)C3c2ccc(C(F)(F)F)cc2)cc1 (stereo not given in full)
    15.8	-2.8
COC(=O)[C@@H]1C[C@@]2(O)[C@H](O)[C@H](O)[C@H](O)C[C@H]2N1C/C=C/c1ccccc1
    9.6	-2.1
C#Cc1ccc([C@@H]2C=C(C(=O)NCc3nc4ccccc4[nH]3)O[C@H](OCC)[C@H]2CCCO)cc1
    16.0	-1.2
CC(C)n1nnnc1SCC(=O)Nc1ccccc1N1CCOCC1
    4.3	0.9
O=C(NCC1COc2ccccc2O1)C1CCC(CNc2c(N3CCCCC3)c(=O)c2=O)CC1 (stereo not given)
    -1.5	-4.8[fluorescence artefact?]
C#CCOCCOCCOCCNc1nc(N2CCN(C(=O)[C@H](Cc3cc4ccccc4[nH]3)n3cc([C@@H](N)Cc4ccc(O)cc4)nn3)CC2)nc(N2CCN(C(=O)[C@H](Cc3cc4ccccc4[nH]3)n3cc([C@@H](N)CC(C)C)nn3)CC2)n1
    -0.6	14.9
COc1ccc(C2CC(O)(c3ccccc3)Oc3c(C)ccc(C)c32)cc1 (stereo not given)
    3.6	-2.2
C/C=C\C(=O)Nc1cccc(C2=NOC3(C2)C[C@@H](C(N)=O)N(C(=O)C2(C)CC2)C3)c1 (stereo not given in full)
    15.7	-3.7
CCN(CC)C(=O)CC(c1cc(OC)c(OC)c(OC)c1)c1c(OC)cc(OC)c2c(-c3ccccc3)cc(=O)oc12 (stereo not given)
    10.9	34.5*
Cc1ccc(C)c2[nH]c(=O)c(CN(CCCN(C)C)C(=O)NCc3ccccc3)cc12
    -9.8	-5.9
FC(F)(F)c1ccc(CN2C[C@@H]3C(c4ccccc4)C4(c5ccccc5)CC3(C4)[C@H]2c2ccccc2)cc1 (stereo not given in full)
    10.3	-4.7
C[C@H](NC(=O)c1nc[nH]c1C(=O)NC(c1ccccc1)c1ccccc1)C(=O)OCc1ccccc1
    10.0	-3.3
CCCCCc1cc(=O)oc2c(C(CCN3CCCC3)c3ccc(N(C)C)cc3)c(OC)cc(OC)c12 (stereo not given)
    -1.3	5.6
CCCN1CCC(=O)N([C@H](CSc2ccc(Br)cc2)Cc2ccccc2)CC1
    23.8	-1.9
CCN1CCN(Cc2ccc(NC(=O)c3ccc(C)c(NC(=O)N4CCNC4=O)c3)cc2C(F)(F)F)CC1
    -0.2	0.5
COC(C[C@@H]1O[C@@H]1[C@@H](O)[C@H](C)OCc1ccccc1)OC
    16.9	1.0
COc1ccc(CCNC(=O)C2CC3Cn4c(nc5ccccc54)C3N2C)cc1 (stereo not given)
    12.7	4.6
CCC(=O)Nc1ccc(C(=O)Cn2nc(C(=O)O)c3ccccc3c2=O)cc1
    10.6	9.2
CCc1c(C)sc(NC(=O)c2cc(C3CC3)on2)c1C#N
    -8.9	4.1
NC(=O)CC(NC(=O)Cc1ccc(Br)cc1)c1ccc(NCCc2cccc(F)c2)c([N+](=O)[O-])c1 (stereo not given)
    10.4	-4.4
